SUMO1 PPI mod – alters human SUMO1 binding to SIM partners; P63165; SUMO1 binding to a labelled peptide, TR-FRET, 1 h; inhibition, % at 20 µM; actives 0.33% (n = 360,000); in the data active = inhibition above about 37%
Target sequence (P63165 whole entry, looked up): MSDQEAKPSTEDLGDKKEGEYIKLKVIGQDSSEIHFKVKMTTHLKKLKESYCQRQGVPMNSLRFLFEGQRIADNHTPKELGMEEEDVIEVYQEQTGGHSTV
Neddyl block – inhibitors of human cullin neddylation. P61081+Q13564. TR-FRET cullin neddylation, biochemical. calls only at 25 µM. actives 0.58% (n = 360,000). AID 651699; in the data active = inhibition above about 36%
DNMT1 inh – inhibitors of human DNMT1. actives 0.83% (n = 360,000). inhibition (reported as % activation of signal), % at 10 µM. P26358. DNMT1 molecular beacon, Hinp1I cleavage, fluorescence; in the data active = inhibition above about 50%
CSN inh – blocks human CSN-mediated cullin deneddylation. Q92905. Purified CSN, SCF-Nedd8-OG deneddylation, fluorescence polarization. inhibition, % at 12.5 µM. actives 0.38% (n = 360,000). AID 651999;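 active = pattern-corrected inhibition above about 35%, with an unprinted fluorescence ratio check between 0.5 and 1.5, limit read from the data, passing the limit was not always enough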;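 also: 0% = enzyme with substrate and 100% = substrate without enzyme; some results filed as inactive read as strong as hits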
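test system = HEK293T-derived human Csn5 enzyme | amount = 0.24 nM Csn5 enzyme, final concentration | medium = Tris/NaCl/DTT buffer, pH 7.5 | schedule = 90 min reaction at room temperature | signal = FP | evaluation = inhibition of Csn5 cleavage, % | compound dosing = single dose of 12.5 µM compound with 0.25% DMSO | probe or stimulus = 10 nM SCFSkp2-Nedd8OG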
Scp1 inh – inhibitors of human Scp-1 phosphatase; Recombinant Scp1, phosphopeptide, malachite green phosphate absorbance; AID 493091; Q9GZU7; inhibition, % at 20 µM; actives 0.88% (n = 340,000);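 active = inhibition above about 50% at 20 µM, limit read from the data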;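 also: plate controls were DMSO wells with enzyme for no effect and wells lacking enzyme for full effect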
Target sequence (Q9GZU7 76-261 limits assumed): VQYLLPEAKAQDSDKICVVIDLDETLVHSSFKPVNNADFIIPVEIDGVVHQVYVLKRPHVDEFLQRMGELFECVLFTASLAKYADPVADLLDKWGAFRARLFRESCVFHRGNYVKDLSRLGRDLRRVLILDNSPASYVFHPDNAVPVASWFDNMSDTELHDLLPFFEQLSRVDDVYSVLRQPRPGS
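Incubation: 45 min enzyme reaction at room temperature / System: truncated SCP-1 phosphatase (76-261aa) / Reagent: Phospho 17-mer peptide substrate / Buffer or medium: Acidic Tris acetate buffer with magnesium and detergent / Signal: absorbance at 630 nm / Doses: one concentration, 20 µM, with 1.0% DMSO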
Rpn11 inh – inhibitors of human proteasome Rpn11. actives 0.59% (n = 360,000). calls only at 20 µM. O00487. AID 588493. human 26S proteasome, Ub4-pepOG fluorescence polarization; 20S core pre-blocked with epoxomicin;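 active = inhibition at 20 µM, scaled to each plate's controls, above about 33%, limit read from the data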
Target sequence (O00487 whole entry, looked up): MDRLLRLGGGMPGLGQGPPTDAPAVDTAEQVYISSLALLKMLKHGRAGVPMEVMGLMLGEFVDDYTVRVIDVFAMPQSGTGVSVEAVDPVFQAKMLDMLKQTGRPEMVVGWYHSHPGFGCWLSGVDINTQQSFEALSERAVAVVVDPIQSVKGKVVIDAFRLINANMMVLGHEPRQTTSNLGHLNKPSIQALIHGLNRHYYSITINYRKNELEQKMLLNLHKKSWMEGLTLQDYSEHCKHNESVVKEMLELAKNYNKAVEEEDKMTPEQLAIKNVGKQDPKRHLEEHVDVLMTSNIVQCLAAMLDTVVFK
NadD block – NadD (S. aureus) enzyme inhibition. purified NadD enzyme, colorimetric absorbance read-out. inhibition, % at 20 µM. actives 0.78% (n = 360,000); in the data active = inhibition above about 26%; also: some compounds past the cut are filed as inactive
LMPTP block – LMPTP (human) inhibition | P24666 | recombinant LMPTP-A, OMFP fluorogenic substrate, fluorescence intensity | inhibition, % at 20 µM | actives 0.22% (n = 360,000);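 active = compounds that cut the enzyme signal by at least half of the control window in the single-dose screen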;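 also: plate controls were DMSO wells with enzyme plus substrate for no effect and substrate without enzyme for full effect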
Target sequence (P24666 whole entry, looked up): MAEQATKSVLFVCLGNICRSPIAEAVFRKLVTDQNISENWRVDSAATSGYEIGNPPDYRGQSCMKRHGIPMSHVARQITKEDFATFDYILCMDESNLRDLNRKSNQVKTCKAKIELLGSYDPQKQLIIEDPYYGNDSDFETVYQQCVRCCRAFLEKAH
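Assay system: LMPTP-A phosphatase enzyme | Input: 0.625 nM enzyme | Also added: Fluorogenic phosphatase substrate OMFP at 400 µM final | Compound dosing: One test concentration per compound, 20 µM, with 3% DMSO overall | Schedule: 50 min enzyme reaction at room temperature, protected from light | Signal: Fluorescence intensity | Benchmarks: no-enzyme and uninhibited controls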
STEP inh – STEP (human) phosphatase inhibition; P54829; recombinant STEP, OMFP fluorogenic substrate, fluorescence; inhibition, % at 20 µM; actives 0.25% (n = 360,000); AID 588621;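 active = inhibition at 20 µM, scaled per plate between control wells, above about 37%, limit read from the data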;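 also: 0% = DMSO with enzyme and substrate and 100% = substrate only without enzyme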
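System: STEP phosphatase, cell-free reaction; Buffer or medium: Bis-Tris pH 6.0 buffer with DTT, detergent; Incubation: 20 min at room temperature, dark; Measured by: fluorescence, 480/540 nm.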
Rin1-Abl PPI inh – inhibitors of human Rin1-Abl protein interaction. P00519+Q13671. TR-FRET Rin1/Abl binding, biochemical. inhibition, % at 7.35 µM. actives 0.4% (n = 360,000). AID 588664; in the data active = inhibition above about 5%, passing the limit was not always enough
Numbers without * were called inactive; i = inactive; x = no result given.

Values run as follows: SUMO1 PPI mod	Neddyl block	DNMT1 inh	CSN inh	Scp1 inh	Rpn11 inh	NadD block	LMPTP block	STEP inh	Rin1-Abl PPI inh
1. Fc1ccc(CNC(=S)Nc2ccc(OC(F)F)cc2)cc1
  -5	i	1	4	-6	i	-1	0.2	-3	-1
2. CCOc1ccc(NC(=O)C2CC3CCC2C3)cc1 (centres undefined)
  -5	i	1	-1	-4	i	1	0.3	-2	0
3. N#Cc1c(-c2ccccc2)cc(-c2ccccc2)nc1SCc1nnc(-c2ccccc2)o1
  12	i	4	9	-19	i	14	1.3	0	5
4. Cn1c(=O)c2c(nc(CN3CCN(C(=O)c4ccco4)CC3)n2CC(N)=O)n(C)c1=O
  7	i	1	0	0	i	-4	1.8	-2	2
5. Cc1cnc(NC(=O)CSc2nnc(Cc3ccccc3)o2)s1
  -2	i	-1	1	0	i	-1	0.9	-3	2
6. COc1ccc(C2CC(=O)N(CC(=O)NCC3CCCO3)c3ccccc3S2)cc1 (centres undefined)
  -2	i	-1	-4	-9	i	-3	-1.2	-3	0
7. O=C(NC12CC3CC(CC(C3)C1)C2)C1CCCN1C(=O)Nc1ccccc1 (centres undefined)
  0	i	2	-1	-5	i	-1	0.2	0	2
8. COc1cc2c3c(c1)c(N=NC(N)=S)c(O)n3C(C)(C)C=C2C
  -5	i	10	2	-9	i	-3	3.3	15	-1
9. CCCNC(=O)COC(=O)c1cccnc1Nc1ccccc1F
  -1	i	5	-9	0	i	1	-0.6	-1	0
10. CNc1ccc(/C=C/C(=O)c2ccc3c(c2)OCCO3)cc1[N+](=O)[O-]
  -33	i	4	-3	-12	i	2	4.1	2	-2
11. Cc1ccccc1CCN(C(=O)c1csnn1)C(C(=O)NC1CCCC1)c1ccco1 (centres undefined)
  6	i	-2	-3	-5	i	-4	-0.7	-2	-3
12. O=c1cc(CO)oc(C(Nc2ccccn2)c2ccccc2F)c1O (centres undefined)
  1	i	-3	0	-3	i	1	0.8	1	2
13. CCNC(=O)C1CCCN(C(=O)c2ccc(OC(F)F)cc2)CC1 (centres undefined)
  1	i	7	2	x	i	1	-1.3	-1	3
14. O=C(CC(C(=O)O)c1c(F)cccc1Cl)c1ccc(Cl)cc1 (centres undefined)
  4	i	4	0	-13	i	-4	-0.9	4	2
15. CC(C)C[C@H](NC(=O)Nc1ccc2c(c1)OCCO2)C(=O)O
  -1	i	2	-5	-13	i	-5	2.3	-2	-2
16. CSc1nc(-c2ccc(Cl)cc2)nn1S(=O)(=O)c1ccccc1
  1	i	-1	0	-8	i	-1	-2.2	0	2
17. CCc1ccc(C2C3=C(CC(C)(C)CC3=O)OC3=C2C(=O)CC(C)(C)C3)cc1
  -5	i	2	-1	-10	i	0	0.8	3	3
18. CCn1c(=S)[nH]c2ccccc21
  -5	i	-3	-5	-3	i	-6	-2.5	-1	0
19. CC(CN1CCCCC1)OC(=O)c1ccc(Cl)cc1 (centres undefined)
  -2	i	-1	0	0	i	0	0.0	0	-2
20. COCCNC(=O)c1ccc(NS(C)(=O)=O)cc1
  2	i	2	-1	3	i	-1	-1.0	-1	0

Compound profiles (already shown).
COc1cc2c3c(c1)c(N=NC(N)=S)c(O)n3C(C)(C)C=C2C in the list: SUMO1 PPI mod: -5; Neddyl block: i; DNMT1 inh: 10; CSN inh: 2; Scp1 inh: -9; Rpn11 inh: i; NadD block: -3; LMPTP block: 3.3; STEP inh: 15; Rin1-Abl PPI inh: -1
Cn1c(=O)c2c(nc(CN3CCN(C(=O)c4ccco4)CC3)n2CC(N)=O)n(C)c1=O in the list: SUMO1 PPI mod: 7; Neddyl block: i; DNMT1 inh: 1; CSN inh: 0; Scp1 inh: 0; Rpn11 inh: i; NadD block: -4; LMPTP block: 1.8; STEP inh: -2; Rin1-Abl PPI inh: 2

Following part.
Values run as follows: SUMO1 PPI mod	Neddyl block	DNMT1 inh	CSN inh	Scp1 inh	Rpn11 inh	NadD block	LMPTP block	STEP inh	Rin1-Abl PPI inh
21. CCc1nc(C)cn1S(=O)(=O)c1ccc([N+](=O)[O-])cc1
  -15	i	2	-1	-5	i	0	0.3	0	2
22. Cc1ccc(N2C(=O)c3ccc(C(=O)N4CCN(c5ccccc5F)CC4)cc3C2=O)cc1
  -30	i	-3	-3	2	i	-3	1.5	0	-1
23. CC(=O)Nc1cccc(C(=O)OCC(=O)N2CCN(C(=O)COC(=O)c3cccc(NC(C)=O)c3)CC2)c1
  -5	i	-12	-1	-2	i	-4	-2.2	4	2
24. C[C@@H]1CN([C@H](C)CO)C(=O)CCCn2nncc2CO[C@@H]1CN(C)C(=O)c1ccncc1
  4	i	9	-2	x	i	0	-2.2	2	-1
25. O=C(CCC1CCCCC1)N1CCN(Cc2ccc3c(c2)OCO3)CC1
  -2	i	-4	-4	-1	i	3	0.5	1	1
26. CSc1cccc(NC(=O)c2ccco2)c1
  -4	i	6	0	-11	i	4	0.2	-2	-3
27. O=C(NCc1ccco1)c1cc2nc(-c3ccc4c(c3)OCO4)cc(C(F)(F)F)n2n1
  -2	x	0	-4	3	i	10	1.2	-1	-3
28. C=C(Br)Cn1c(CC)nc2ccccc21
  -2	i	4	1	0	i	-3	1.0	-4	2
29. O=C(CCCN1C(=O)/C(=C/c2ccc(F)cc2)SC1=S)Nc1ccc(C(=O)O)cc1
  -29	i	3	4	x	i	-2	0.3	0	5
30. CCc1c(C)sc(NC(=S)Nc2nc(C)cc(C)n2)c1C(=O)OC
  2	i	1	-8	-7	i	0	2.0	1	0
31. CSCC[C@H](NC(=O)C1CCN(S(=O)(=O)c2ccccc2)CC1)C(=O)NC1CC1
  2	i	-8	-3	3	i	-6	-0.7	2	-1
32. CC(C)N1CC(C(=O)Nc2ccc(F)c(Cl)c2)CC1=O (centres undefined)
  -1	i	1	-2	1	i	1	-0.8	-2	1
33. C/C(=C\CNc1ncnc2nc[nH]c12)CO
  5	i	2	5	12	i	5	-1.5	0	-2
34. O=C(CCCC(=O)N(CC(=O)NC1CCCC1)C1CCCC1)Nc1ccccn1
  -2	i	-1	-4	0	i	2	-3.0	-3	-2
35. OCCNc1nc(Nc2ccc(O)cc2)nc2ccccc12
  32	i	4	-7	-6	i	-6	12	1	-2
36. CC(=O)NC(CSC(CC(=O)c1ccco1)c1ccc(C)cc1)C(=O)O (centres undefined)
  -9	i	5	20	-6	i	-1	2.7	-2	1
37. CC(C)(C)n1nnnc1C(c1cc2cc3c(cc2[nH]c1=O)OCO3)N1CCN(c2ccccc2)CC1 (centres undefined)
  -1	x	-14	4	-5	i	3	1.0	1	-3
38. CCOc1ccccc1N1CCN(C(=O)NCc2ccc(F)cc2)CC1
  1	i	1	0	-5	i	-3	-1.9	-1	4
39. OCCC1CN(Cc2cccc(C(F)(F)F)c2)CCN1Cc1ccccc1 (centres undefined)
  1	i	-2	-1	-5	i	-2	-0.1	6	2
40. CC1CN(S(=O)(=O)c2ccc(C(=O)Nc3nc(-c4cc5ccccc5o4)cs3)cc2)CC(C)O1 (centres undefined)
  -5	i	33	8	-10	i	14	0.1	-3	-4
41. CCCn1c(N2CCN(C(=O)NCc3ccccc3)CC2)nc2ccccc21
  2	i	-1	3	9	i	-1	7.4	1	-3
42. COc1cccc(/C=C/C(=O)Nc2cc(S(=O)(=O)N3CCOCC3)ccc2OC)c1
  2	i	1	-3	-6	i	-3	-0.4	5	1
43. CCOC(=O)c1c(C)n(C)c2ccc(OC(=O)c3ccco3)cc12
  0	i	-11	-2	25	i	-8	0.3	-2	-2
44. COc1ccc(C(=O)CN2C(=O)COc3ccccc32)cc1
  0	i	2	11	4	i	-6	-0.8	-1	0
45. CCc1cccc(NC(=S)N(CCOC)C(C)c2ccco2)c1 (centres undefined)
  0	i	1	3	9	i	-5	0.7	0	3
46. O=C(N/N=C/c1cccnc1)c1cccc(F)c1
  -6	i	3	-1	-12	i	-10	-0.4	-2	0
47. CCc1ccc(NC(=O)NCCN2CCc3ccccc3C2)cc1
  -5	i	-6	-1	-9	i	-2	-2.9	-15	-1
48. CN(CC(=O)Nc1ccc(F)c(F)c1F)C(=O)CCN1C(=O)C2CC=CCC2C1=O (centres undefined)
  -2	i	0	-1	x	i	-5	-2.0	-1	1
49. CCCCCCN1C[C@@H](n2cc(C3CC3)nn2)[C@H](O)C[C@@H]1c1ccc(Cl)cc1
  -2	i	12	0	x	i	0	2.6	1	-2
50. O=Cc1c(N2CCOCC2)nc2ccccn2c1=O
  -6	i	0	-4	5	i	-2	-1.4	-1	4
51. N#C/C(=N\Nc1cccc2ccccc12)c1nnc2n1CCCCC2
  -7	i	-11	8	3	i	4	6.3	-1	-6
52. O=C(Nc1ccc(S(=O)(=O)N2CCOCC2)cc1)c1ccc(Cl)c([N+](=O)[O-])c1
  -23	i	-2	5	-15	i	-3	0.5	0	2
53. COc1cc(-c2cc(OC)c3c(C)oc(C)c3c(=O)c2)ccc1O
  -3	i	-15	8	-14	i	4	0.7	-1	0
54. Cc1ccc(C)c(NC(=O)C(=O)NCCc2c[nH]c3ccccc23)c1
  0	i	2	1	5	i	-6	-0.5	3	-5
55. CCOC(=O)N1CCN(S(=O)(=O)c2ccc(C(=O)N(CCN(C)C)c3nc4ccc(Cl)cc4s3)cc2)CC1
  4	i	-1	-1	10	i	-2	0.5	0	0
56. Cc1ccc[n+](/C(C(=S)NCc2ccco2)=C(/[O-])c2ccccc2Cl)c1
  -11	i	-5	22	0	i	1	1.9	2	2
57. Cc1c2cnn(CC(=O)NC3CCCC3)c(=O)c2c(C)n1Cc1ccccc1
  6	i	1	-5	-5	i	-1	3.8	-1	0
58. COc1ccc(NCc2nnc(SCC(=O)Nc3cc(C)cc(C)c3)o2)cc1
  -4	i	-3	5	-11	i	-4	0.6	-1	-3
59. COC(=O)c1c(C)[nH]c(C(=O)/C=C/c2ccc(C)cc2)c1C
  -22	i	5	4	1	i	-8	0.4	1	-5
60. CN1N=C(C(=O)NC2CCCc3c2cnn3-c2ccc(F)cc2F)CCC1=O (centres undefined)
  5	i	0	-3	-2	i	-1	-0.3	5	-2
61. CC(=O)c1c(C)[nH]c(-c2ccccc2)nc1=S
  4	i	-3	1	-10	i	0	-1.7	-1	2
62. O=C1/C(=C/c2cccc(F)c2)CSc2sccc21
  4	i	-2	-1	-10	i	-7	0.5	1	-2
63. Cc1cc(=O)oc2c3c(cc(OCC(=O)NCCCn4ccnc4)c12)OC(C)(C)CC3
  2	x	1	-3	-4	i	-1	0.3	0	-1
64. CC(C)C(=O)Nc1nnc(SCC(=O)N2C(C)CCCC2C)s1 (centres undefined)
  -1	i	0	0	2	i	-3	-0.6	4	7

Values in list order from above:
SUMO1 PPI mod, compounds 15 to 20: -1, 1, -5, -5, -2, 2
CSN inh, compounds 15 to 20: -5, 0, -1, -5, 0, -1
STEP inh, compounds 15 to 20: -2, 0, 3, -1, 0, -1

Compound activity deposited in PubChem BioAssay by several laboratories.
